HSF-1 act = increases HSF-1 driven luciferase reporter signal | activation, % at 9 µM | AID 504408 | NIH3T3-HGL HSF-1 luciferase reporter, MG132, 8 h; 100% = twice DMSO control signal | actives 1.7% (n = 300,000);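 active = mean replicate activation of at least 50% with a set share of replicates each reaching 50%; inconclusive = only one of those two conditions met; inactive = mean below 50% and too few replicates reaching it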;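 note: 0% = median of the neutral control wells and 100% = twice that signal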
IEC-6 tox = kills IEC-6 intestinal cells in KLF5 counter-screen; IEC-6 cytotoxicity, luminescence viability; inhibition, % at 5 µM; actives 0.78% (n = 290,000); in the data active = inhibition above about 22%;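 note: 0% = plate median of test compound wells and 100% = cytotoxic reference compound wells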
GSK3 alpha inh = blocks human GSK-3 alpha kinase; ADP-Glo luminescence, 60 min; P49840; AID 2650; actives 0.1% (n = 320,000); inhibition, % at 10 µM;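 in the data active = inhibition above about 50%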;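 note: GST-tagged GSK-3 alpha with peptide substrate and 25 µM ATP; 0% = DMSO neutral wells and 100% = GW8510 positive control wells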
Target sequence (P49840 whole entry, looked up): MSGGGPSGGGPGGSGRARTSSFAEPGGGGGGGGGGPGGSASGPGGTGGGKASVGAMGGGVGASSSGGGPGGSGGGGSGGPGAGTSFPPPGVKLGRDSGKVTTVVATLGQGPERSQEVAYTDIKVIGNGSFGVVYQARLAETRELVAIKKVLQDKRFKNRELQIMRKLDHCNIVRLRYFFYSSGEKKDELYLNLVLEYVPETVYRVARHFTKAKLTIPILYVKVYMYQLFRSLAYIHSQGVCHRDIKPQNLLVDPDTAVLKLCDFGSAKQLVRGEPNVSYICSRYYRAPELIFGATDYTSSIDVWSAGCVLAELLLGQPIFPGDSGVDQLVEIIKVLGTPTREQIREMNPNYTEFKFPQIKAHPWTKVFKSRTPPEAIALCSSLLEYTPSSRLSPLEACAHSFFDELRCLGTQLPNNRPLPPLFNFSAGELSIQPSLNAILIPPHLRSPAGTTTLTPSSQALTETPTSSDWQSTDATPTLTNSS
aSyn 5UTR inh = 5' untranslated region of α-synuclein, MLPCN primary screen. alpha-synuclein 5'UTR reporter, inhibitor activity. AID 1813. actives 0.82% (n = 300,000). inhibition, % (tested at 7.5 µM); in the data active = inhibition above about 60%; inconclusive = no clear call, values can overlap the other calls;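 note: H4 neuroglioblastoma cells stably carrying SNCA 5'UTR luciferase fusion; 0% = DMSO wells and 100% = positive control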
KLF5 inhibitor = suppresses KLF5 promoter-driven expression. inhibition, % at 5 µM. AID 1700. actives 0.23% (n = 290,000). DLD-1 KLF5 promoter-luciferase reporter, luminescence;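 active = inhibition above a per-plate limit of that plate's mean compound inhibition plus 3 SD, cut at about 60% in these data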;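 note: 0% = DMSO wells and 100% = LY294002 at 200 µM; higher means less KLF5 promoter-driven luciferase light; inactives centre near -14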
HSF1 inhib = HSF1 inhibition. NIH3T3-HGL HSE-luciferase, MG132-induced, luminescence 8 h; active compounds read low. activity change, negative = inhibition, % at 7.5 µM (by protocol). actives 0.77% (n = 300,000). AID 2098;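 active = more than half of replicate wells show activity change below -50%, luminescence cut by over half; inconclusive = some wells, but at most half, below -50%; inactive = no replicate well below -50%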;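 note: luciferase reports HSF-1 transcriptional activity via heat shock element; 0% = median of DMSO wells and -100% = zero luminescence signal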
Platelet DG rel = modulates dense granule release in human platelets | human platelet-rich plasma, SFLLRN dense granule ATP release, luminescence | AID 1663 | inhibition, %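 (compounds screened at 7.5 µM in platelet-rich plasma)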 | actives 0.22% (n = 300,000);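 active = mean replicate score, as percent of positive control, at or above 50; inconclusive = mean below 50 but at least one replicate at or above 50; inactive = mean and every replicate below 50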
DYRK1A inh = blocks rat Dyrk1A kinase activity. ADP-Glo luminescence, NFATc1 peptide. inhibition, % at 12.5 µM. actives 0.43% (n = 310,000). AID 504441. Q63470; in the data active = inhibition above about 50%;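 note: plate controls were vehicle with enzyme for no effect and no enzyme for full effect; many of its hits are not listed in these tables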
HSP90 refold inh = HSP90 refolding inhibition in rabbit reticulocyte lysate | luciferase refolding luminescence, 3 h | inhibition, % at 5.6 µM | actives 0.91% (n = 290,000) | AID 1789;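 active = inhibition above the screen-wide mean plus 3 SD, computed separately per campaign, cut at about 16% in these data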;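 note: 0% = DMSO wells and 100% = 60 µM geldanamycin wells; inhibitors lower the luminescence because luciferase stays unfolded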
GSK3beta inhib = inhibitors of human GSK3beta kinase. actives 0.038% (n = 300,000). GST-GSK3beta kinase, ADP-Glo luminescence, 60 min; active compounds read low. activity score (negative = inhibition), % at 10 µM. AID 2097;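 active = more than half of replicate wells score below -50%, meaning over 50% inhibition versus plate controls; inconclusive = some replicates but at most half score below -50%; inactive = no replicate scores below -50%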;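 note: 0% = median DMSO wells and -100% = median GW8510 positive control wells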
Target sequence (P49841 whole entry, looked up): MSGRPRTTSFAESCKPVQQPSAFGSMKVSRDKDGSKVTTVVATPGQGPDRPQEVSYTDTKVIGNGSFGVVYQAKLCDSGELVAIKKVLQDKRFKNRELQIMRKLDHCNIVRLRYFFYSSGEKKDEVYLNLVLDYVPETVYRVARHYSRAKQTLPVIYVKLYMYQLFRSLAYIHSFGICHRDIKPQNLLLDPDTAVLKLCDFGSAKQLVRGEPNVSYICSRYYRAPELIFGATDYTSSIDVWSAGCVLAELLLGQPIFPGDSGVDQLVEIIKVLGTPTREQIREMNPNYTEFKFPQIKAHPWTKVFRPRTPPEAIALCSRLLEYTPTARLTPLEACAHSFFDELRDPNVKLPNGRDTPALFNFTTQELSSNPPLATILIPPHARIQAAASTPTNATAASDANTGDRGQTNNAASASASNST
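Test system – GST-tagged human GSK3beta kinase, cell-free · Incubation – 60 min enzyme reaction, room temperature · Signal – ADP-Glo luminescence · Also added – peptide substrate and ATP at 25 µM · Controls – DMSO neutral wells and GW8510 at 20 µM as positive · Buffer or medium – Tris/MgCl2 kinase buffer · Measure – Luminescence-derived activity versus plate DMSO and GW8510 wells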
* hit, by the source's call; ? = inconclusive; / = not tested or not shown.

molecule	HSF-1 act	IEC-6 tox	GSK3 alpha inh	aSyn 5UTR inh	KLF5 inhibitor	HSF1 inhib	Platelet DG rel	DYRK1A inh	HSP90 refold inh	GSK3beta inhib
Cc1ccc(C(=O)/C=C/c2ccc(-c3ccc(C)cc3)o2)cc1	56*	2	-1	-73	19	27	3	4	-5	-2
Cc1cc(C(=O)CSc2nnc(-c3ccccc3)n2C)c(C)n1C	1	-4	0	-2	-24	-3	-6	-5	-1	0
S=c1[nH]nc(COc2ccccc2)n1/N=C/c1ccco1	-2	0	1	11	12	-6	-1	7	-2	-1
C=C(C)Cn1c(C)cc(C)c(S(=O)(=O)c2ccc(C)cc2)c1=O	-8	7	-2	1	-3	-4	1	-1	1	-1
CN(C)c1ccc(/C=N/NC(=O)CNC(=O)c2ccco2)cc1	-15	0	-2	6	-17	-5	-17	-11	3	2
CCOc1ccc(NC(=O)CN(C)c2ccc(S(=O)(=O)N3CCOCC3)cn2)cc1OCC	7	1	-3	-8	9	-10	-3	1	6	0
N#C/C(=C\c1cc([N+](=O)[O-])c(N2CCCCC2)cc1N1CCCCC1)c1nn(-c2ccccc2)c(N)c1C#N	/	-1	-2	/	-6	/	/	2	0	1
NC(=O)Cn1c(-c2nonc2N)nc2ccccc21	8	5	8	26	23	-1	-11	12	1	3
CC1=C(C(=O)N2CCOCC2)C(c2ccc(OC(F)F)cc2)NC(=S)N1c1ccccc1 (centres undefined)	1	3	1	23	-10	-6	-20	-6	2	2
O=C(NCCCCNC(=O)c1ccc(Cl)s1)c1ccc(Cl)s1	-3	-1	-3	3	-28	1	15	-2	-1	-1
CCCc1nc(SCC(=O)Nc2ccc(N3CCOCC3)cc2)c2ccccc2n1	-11	1	-2	-8	-24	0	-1	-14	2	2
Clc1ccc(-c2csc(N3CCC(c4ccccc4)C3)n2)cc1 (centres undefined)	14	0	0	-226	1	11	0	-3	-7	-1
CC1C/C(=N/N2C(=O)CSC2=S)CC(C)(C)C1 (centres undefined)	-5	1	-4	7	7	-4	2	0	5	-2
CC1=C(C(=O)Nc2ccccc2)C(c2ccc(C)o2)N2C(=O)CSC2=N1 (centres undefined)	1	1	4	11	3	10	22	/	-4	0
CCOC(=O)N1CCC(NS(=O)(=O)c2cc3c(cc2Cl)NC(=O)CO3)CC1	-7	-2	-2	-20	2	-3	15	-4	1	-2
COc1ccc(CNCCC(c2ccc(OC(C)C)cc2)c2ccccc2OC)cc1OC (centres undefined)	7	7	-1	-18	-8	-7	5	6	5	-8
COc1ccccc1CCNC(=O)C1CCC(=O)N(C2CC2)C1 (centres undefined)	-13	4	-2	11	-12	-2	-1	4	1	3
CC(C)CCNC(=O)Cc1csc(-c2ccccc2)n1	5	-2	-3	-19	-13	0	-2	1	-2	2
Cc1cc(NC(=O)CSc2nnc(-c3ccncc3)n2C)n(-c2ccccc2)n1	19	0	-1	-11	0	0	-5	/	1	-6
COc1cccc2c(=O)n(CC(=O)NCCc3ccccc3)ccc12	-54	1	-1	16	-21	-37	4	-6	-4	3
S=C(Nc1ccccc1Cl)N1CCCCC1	6	0	-1	5	12	-1	1	-4	-4	0
Cc1ccc(C2C3=C(CC(C)(C)CC3=O)OC3=C2C(=O)CC(C)(C)C3)cc1	3	3	0	-8	8	-12	5	-1	3	5
CCN1CCN(CCCNC(=O)C2c3ccccc3C(=O)N(c3ccc(OC)cc3)C2c2ccc(OC)cc2)CC1 (centres undefined)	5	-6	3	-1	-7	3	6	1	6	-1
CNC(=S)N/N=C/c1ccc(OCc2ccccc2)c(Br)c1	16	-3	0	34	-21	11	28	-7	-4	3
Cc1sc2ncnc(NCc3cccs3)c2c1C	4	12	2	19	-10	0	-2	6	-2	1
CC1CCCCN1S(=O)(=O)c1cccc(S(=O)(=O)N2CCOCC2)c1 (centres undefined)	21	-3	1	13	-20	12	8	-8	-7	5
COc1ccc(NC(=O)CCCn2cc([N+](=O)[O-])cn2)cc1	13	3	3	8	17	1	0	/	0	2
Cc1ccc(N2C(=O)C3CC(c4ccccc4)=C4C5C=CC(C6C(=O)N(c7ccc(C)cc7)C(=O)C56)C4C3C2=O)cc1 (centres undefined)	12	-3	-4	15	-12	6	-14	-10	0	2
CCC(=O)Nc1ccc(N2CCN(S(C)(=O)=O)CC2)cc1	12	4	0	-2	26	11	11	-1	1	0
N#CC1=C(N)Nc2ncnn2C1c1ccccc1 (centres undefined)	0	-8	-1	-4	-10	-7	-17	/	1	1
CCN1CCN(c2cc(C(C)(C)C)nc3c(-c4ccccc4)c(C)nn23)CC1	19	2	1	3	9	3	-1	7	5	1
Cc1ccc(NC(=O)c2ccc(S(=O)(=O)N3CCOCC3)cc2)c(C)c1	-6	-2	-1	4	-28	2	-1	-2	-2	0
N#Cc1ccc(C(=O)NCC(c2ccco2)N2CCCC2)cc1 (centres undefined)	17	-6	0	-3	-12	-2	-14	7	-3	1
CC(=O)Nc1ccc(S(=O)(=O)N2CCN(C(=O)N3CCCC3)CC2)cc1	-16	6	-2	-21	-12	-11	5	3	3	2
O=C(Nc1ccc([N+](=O)[O-])cc1)c1cncc(Br)c1	10	6	/	-34	11	-7	3	-1	4	4
Cc1ccc(CC(=O)Nc2ncc([N+](=O)[O-])s2)cc1	41	0	28	-136	-83	13	-10	-3	-4	-5
CC(=O)c1sc2nc(-c3ccco3)ccc2c1N	17	-15	5	-81	-8	8	3	/	6	-3
COc1ccc(S(=O)(=O)NC2CCCCCC2)c(OC)c1	1	-6	-1	12	-21	-2	-8	-6	-4	-3
CCOC(=O)c1cc(NC(=O)N2CCCCC2)c(C)nc1C	-15	0	1	2	-32	3	0	-6	-2	2
Cc1n[nH]c(=O)c2c(NC(=O)COC(=O)Cc3c(F)cccc3Cl)oc(C)c12	-10	/	4	-3	/	1	5	7	/	-4
CCOc1cccc(CN(CC)CC2CCCN(CCc3cccc(OC)c3)C2)c1O (centres undefined)	-3	-1	-3	2	-1	-8	-6	14	-2	2
CCc1cc(S(=O)(=O)N2CCN(C(=O)c3ccco3)CC2)ccc1OC	-16	11	0	12	-1	-7	3	6	2	-2
Cc1cccc2sc(NC(=O)C3CCN(C(=O)c4ccco4)CC3)nc12	10	-4	0	-2	-38	8	-3	7	0	1
O=C(NCc1ccc(F)cc1)C(c1cccs1)N(C(=O)c1csnn1)C1CC1 (centres undefined)	6	8	-1	-21	-14	-1	-1	-1	1	4
CCOC(=O)c1ccc(NC(=S)N(CCN2CCCCCC2)Cc2ccco2)cc1	-5	7	-3	-14	-17	1	-14	-8	8	1
COc1ccc(NC(=O)CSc2c(C)nn(-c3nnc(C)c(=O)[nH]3)c2C)cc1	-3	-2	-2	11	-17	3	-2	0	-1	4
O=C(c1cc(-c2ccccc2O)on1)N1CCCC1	39	-3	-2	-142	-126	14	7	-1	0	2
O=C(NC1CCCC1)C(c1ccc(F)cc1)N(C(=O)c1csnn1)c1ccccc1F (centres undefined)	24	-11	-1	15	-3	1	-4	-4	-5	3
COc1cc(OC)cc(C(=O)NCC(=O)N2CCN(c3ccc(O)cc3)CC2)c1	-13	-7	-2	-5	-10	-4	7	3	-7	2
COc1ccc(C(=O)COC(=O)CNS(=O)(=O)c2ccc(C)cc2)cc1	-5	1	-5	13	6	1	1	/	0	1
CC(=O)c1ccc(N2CCN(C(=O)c3ccc(NC(=O)C4CCCO4)cc3)CC2)cc1 (centres undefined)	3	2	-1	-34	-3	2	5	1	0	-4
Cc1ccc(NC(=O)N[C@H](C(=O)O)C(C)C)c(C)c1	-4	-5	-1	-6	-7	-3	11	-3	1	17
COC(=O)c1ccc(C(=O)OC)c(NC(=S)N2CCN(c3ccccn3)CC2)c1	9	0	-1	14	-17	-3	14	7	0	-2
CC12CCC(C(=O)NCCCN3CCOCC3)(C(Br)C1=O)C2(C)C (centres undefined)	-11	-1	0	-11	-10	-1	-5	5	0	2
CCOC(=O)c1cc(-c2ccc(C)cc2)nc2nc(SC)[nH]c(=O)c12	4	-8	-3	?	-16	-10	6	5	-2	3
CN(C)C(=O)c1cc(C(=O)c2ccccc2C(F)(F)F)c[nH]1	-8	7	1	-3	9	-4	3	0	2	1
O=C(Nc1ccc(OCc2ccccc2)cc1)c1ccccc1	49	3	/	-59	-47	8	12	4	-2	0
CC(C)(C)CC(C)(C)NC(=O)c1ccc2snnc2c1	12	3	-1	2	-24	8	-5	-6	4	0
O=C1OC(N2CCN(C(=O)c3ccco3)CC2)c2ccccc21 (centres undefined)	-11	1	0	0	4	-4	/	-14	3	4
O=C(NCC(=O)N1CCC2(CC1)NCCc1[nH]cnc12)c1ccccc1F	7	2	-9	0	-31	0	10	-5	-4	-3

(further entries)
molecule	HSF-1 act	IEC-6 tox	GSK3 alpha inh	aSyn 5UTR inh	KLF5 inhibitor	HSF1 inhib	Platelet DG rel	DYRK1A inh	HSP90 refold inh	GSK3beta inhib
COC(=O)c1ccccc1NC(=O)Cn1nc2n(C)c3ccccc3n2c(=O)c1=O	-17	-8	1	-29	-31	-5	-13	/	3	2
CN(C)S(=O)(=O)c1ccc(C(=O)OCC(=O)Nc2ccc(OC(F)F)cc2)cc1	1	2	-1	-9	1	0	-3	2	2	0
CCOc1ccc(NC(=O)N(CCN2CCOCC2)Cc2ccc3c(c2)CCCN3CC)cc1	1	3	-18	15	-35	-4	-7	-5	4	1
Cc1ccc(C(=O)Nc2scc(-c3ccccc3)c2C(=O)O)cc1	29	/	1	-92	/	13	-8	-9	/	1
CS(=O)(=O)c1ccccc1C(=O)Nc1cc2c(cc1C(=O)O)OCCCO2	-5	1	-1	0	0	-7	-4	1	3	2
c1ccc2c(c1)NC1(CCCCC1)n1c-2nc2ccccc21	32	1	0	-126	-109	22	4	25	3	2
CCOCCCNC(=O)c1cc2c(=O)n3ccccc3nc2s1	-45	3	-2	-46	-76	-29	9	1	-4	3
COc1cc2c(cc1OC)-c1cc(NCc3ccccn3)nc(=O)n1CC2	2	2	1	37	6	-5	18	18	1	3
O=C1c2ccccc2C(Nc2ccc(Cl)cn2)N1c1cccnc1 (centres undefined)	-4	0	-3	-9	-17	3	5	-4	-1	3
Cc1ccccc1CSc1nsc(N)n1	61*	-8	0	-26	-3	16	1	7	-1	0
COC(=O)c1ccccc1S(=O)(=O)N1CCC(C(=O)N(C)CCOc2ccccc2)CC1	15	/	-1	12	/	3	7	-1	/	1

Source: PubChem

Not all compounds are listed (hit frequency here may not be typical).
